Source: PubChem BioAssay (National Center for Advancing Translational Sciences (NCATS))
KDM4E inh = inhibitors of human JMJD2E histone demethylase; B2RXH2; Potency, µM (titrated, usually from 57.1 µM), inactives show at the top dose activity change, negative = inhibition, most hits filed as inhibitors; JMJD2E catalytic domain, FDH-coupled NADH fluorescence (FDH is formaldehyde dehydrogenase); hit rate 1.6% among 230,000; AID 2147; active means well fitted inhibition curve with a large enough effect, not every such curve was filed as active; inconclusive means small, poorly fitted or top-dose-only effect, or another doubt; inactive means no such curve, though single readings can be large or run the other way;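 further: 0% = wells with enzyme and -100% = buffer wells without enzyme; nearly all actives have a fitted effect of over 50% in size; many of its hits are not listed in these tables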
TRb-SRC2 inh = TRbeta-SRC2 interaction inhibition; P10828; TRbeta-SRC2 peptide binding, fluorescence polarization; receptor liganded with 1 µM T3; Potency, µM (doses to about 106 µM), inactives show at the top dose activity change, negative = inhibition, usual class: inhibitors; hit rate 0.065% among 280,000;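 further: plate controls were bound peptide for no effect and peptide without receptor for full effect; nearly all actives have a fitted effect of over 50% in size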
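Binding of a 20-amino-acid Texas Red SRC2 peptide (20 nM) to TRb ligand-binding domain (0.6 uM) with agonist T3 at 1 uM was followed by fluorescence polarization after a 5 hr room-temperature incubation.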
RGS12 GoLoco inh = RGS12 GoLoco-Gai1 interaction inhibition; P63096; Gai1:RGS12 GoLoco peptide FP, rhodamine, 10 min; Potency, µM (series often up to 61.6 µM), for the others: top-dose activity, negative = inhibition, usual class: inhibitors; hit rate 0.44% among 230,000; AID 880; active means well fitted inhibition curve with a large enough effect, not every such curve was filed as active; inactive means no such curve, though single readings can be large or run the other way; further: on the % scale 0 is the no-effect control and ±100 the full control effect; nearly all actives have a fitted effect of over 30% in size; many of its hits are not listed in these tables
Target sequence (P63096 whole entry, looked up): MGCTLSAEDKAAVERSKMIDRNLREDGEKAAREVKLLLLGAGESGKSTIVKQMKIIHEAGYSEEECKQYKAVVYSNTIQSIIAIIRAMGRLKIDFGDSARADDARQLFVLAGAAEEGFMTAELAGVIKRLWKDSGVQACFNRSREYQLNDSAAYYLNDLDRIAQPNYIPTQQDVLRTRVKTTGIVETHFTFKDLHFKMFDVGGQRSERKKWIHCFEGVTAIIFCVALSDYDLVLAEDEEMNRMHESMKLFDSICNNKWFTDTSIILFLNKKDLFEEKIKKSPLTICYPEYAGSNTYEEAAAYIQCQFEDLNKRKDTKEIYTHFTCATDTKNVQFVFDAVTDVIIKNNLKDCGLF
RECQ1 helicase = RECQ1 (human) helicase inhibition; P46063; RECQ1 DNA unwinding, red fluorescence kinetic read; Potency, µM (highest dose often 57.3 µM), without a hit: at the top dose activity, negative = inhibition, actives largely listed as inhibitors; hit rate 0.54% among 240,000; AID 2549;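 further: plate controls were vehicle for no effect and no enzyme for full effect; nearly all actives have a fitted effect of over 30% in size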
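RECQ1T1 50 nM; forked duplex (20 bp + 30-nt ss tails) 200 nM, ATP 2 mM final; pH 8.0, 2 mM MgCl2, 2.5 ug/ml poly(dI-dC); 15 min compound preincubation; discontinuous kinetic read over 2 h at RT.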
TR SRC2 fluor cs = Texas Red fluorescence interference in TRb-SRC2 counter-screen; TRb/SRC2 Texas Red total fluorescence interference; Potency, µM (highest dose often 106 µM), for inactives: at the top dose fluorescence change, negative = quenching; hit rate 0.29% among 280,000; AID 1479; active means well fitted curve in either direction with a large enough effect; inconclusive means small, poorly fitted or top-dose-only effect; further: on the % scale 0 is the no-effect control and ±100 the full control effect
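Human TRb ligand-binding domain at 0.6 uM with 20 nM Texas Red SRC2 peptide in Tris buffer containing 1 uM T3 and 5% DMSO, incubated with compound 5 h at ambient temperature. Total fluorescence (555/632 nm) calculated as parallel + 2 × perpendicular.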
LMNA splice mod = LMNA splicing modulation | HeLa LMNA splicing GFP/RFP minigene ratio, 48 h | Potency, µM (doses to about 46.1 µM), inactives show at the top dose ratio change, negative = inhibition, actives largely listed as inhibitors | hit rate 0.01% among 200,000 | AID 1487; active means well fitted inhibition curve with a large enough effect in the signal ratio, with a control signal flat, not every such curve was filed as active; inconclusive means small, poorly fitted or top-dose-only effect, or effect the other way, or a change in a side signal; the % refers to the signal ratio; further: on the % scale 0 is the no-effect control and ±100 the full control effect
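S3 HeLa stable clones carrying a lamin A-EGFP splicing minigene plus DsRed2 were seeded at 600 cells/well in Opti-MEM with 2% FBS, pin-dosed and incubated 48 h at 37°C. Acumen cytometry (488 nm) gave the GFP/RFP total-intensity ratio.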
ALDH1A1 inh = inhibitors of human aldehyde dehydrogenase 1A1. Potency, µM (top dose mostly 75.3 µM), inactives show top-dose activity, negative = inhibition, most hits filed as inhibitors. Purified ALDH1A1, NADH fluorescence, propionaldehyde substrate. P00352. hit rate 7.3% among 220,000; active means well fitted inhibition curve with a large enough effect, not every such curve was filed as active; inconclusive means small, poorly fitted or top-dose-only effect, or another doubt; inactive means no such curve, though single readings can be large or run the other way;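 further: plate controls were no enzyme wells and a reference inhibitor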
Target sequence (P00352 whole entry, looked up): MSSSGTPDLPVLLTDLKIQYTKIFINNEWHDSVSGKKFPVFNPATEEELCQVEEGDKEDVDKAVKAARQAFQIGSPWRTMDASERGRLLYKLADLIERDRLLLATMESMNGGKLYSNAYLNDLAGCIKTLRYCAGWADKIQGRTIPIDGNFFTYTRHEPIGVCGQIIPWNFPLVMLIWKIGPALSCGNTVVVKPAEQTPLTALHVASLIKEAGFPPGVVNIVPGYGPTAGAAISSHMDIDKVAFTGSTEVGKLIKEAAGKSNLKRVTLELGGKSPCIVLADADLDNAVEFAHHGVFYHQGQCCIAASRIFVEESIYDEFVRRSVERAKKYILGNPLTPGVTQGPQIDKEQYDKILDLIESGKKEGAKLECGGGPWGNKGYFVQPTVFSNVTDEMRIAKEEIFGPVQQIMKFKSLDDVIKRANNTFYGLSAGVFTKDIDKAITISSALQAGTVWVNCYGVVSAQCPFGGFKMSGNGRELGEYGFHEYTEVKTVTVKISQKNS
SMN2 splice up = enhancers of SMN2 splice variant expression. AID 1458. hit rate 2.8% among 210,000. Potency, µM (series often up to 46.1 µM), for inactives: at the highest dose activity change, positive = activation, most hits filed as activators. HEK293 SMN2-luciferase splicing reporter, luminescence, 30-36 h; further: % of control where 0% means no effect; nearly all actives have a fitted effect of over 55% in size
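HEK293 cells carry an SMN2 […]–luciferase reporter in which exon 7 inclusion puts luciferase in frame. Cells were plated 10-12 h before compound addition, then incubated 30-36 h at 37C. ONE-Glo luminescence was read; sodium butyrate at 4.5 mM final served as control.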
Starred values were filed as active, the others as inactive; i = inactive; ? = inconclusive; . = no result given; [ ] = remark or other dose. Unless noted, the call rests on the fitted dose curve; in most records, active means well fitted curve in the direction sought with a large enough effect; inconclusive means small, poorly fitted or top-dose-only effect, or another doubt; inactive means no such curve, though single readings can be large; an effect the other way counts as inactive or inconclusive. Potency means the concentration at half of the fitted maximal effect.

SMILES	KDM4E inh	TRb-SRC2 inh	RGS12 GoLoco inh	RECQ1 helicase	TR SRC2 fluor cs	LMNA splice mod	ALDH1A1 inh	SMN2 splice up
CCOc1cc(C)c(S(=O)(=O)Nc2ccc3cn[nH]c3c2)cc1C	3%	1%	9%	-9%	-6%	4%	?	-55%[inhibitor]
Cc1ccc(S(=O)(=O)NCCCN2CCOCC2)cc1C	-6%	14%	52%[activator]	-6%	0%	-8%	-10%	.
CCOC(=O)c1nnn(CC(=O)Nc2cccc(Cl)c2C)c1C(=O)OCC	-1%	6%	0%	-7%	-2%	4%	18%	-10%
CCS(=O)(=O)Nc1ccc(C2=NN(C(C)=O)C(c3cccs3)C2)cc1 (stereo not drawn)	?	-7%	0%	9%	3%	.	?	4%
CN(c1ccc(C(=O)NC2CC3CCC2C3)cc1)S(C)(=O)=O (stereo not drawn)	1%	-3%	4%	-12%	-2%	-3%	4%	-2%
Cc1ccc(-c2cc(C(F)F)n3ncc(C(=O)N4CCN(c5ccccn5)CC4)c3n2)cc1	?	-5%	8%	-1%	-2%	-5%	?	-6%
O=S(=O)(c1ccccc1)c1nc(-c2ccco2)oc1NCCCN1CCOCC1	1%	-12%	2%	4%	-2%	-9%	8.9µM*	-5%
COc1ccc(S(=O)(=O)NC(CC(=O)NCC2CCCO2)c2ccco2)cc1 (stereo not drawn)	1%	7%	-2%	12%	0%	?	24%	27%
Cc1cccc(-n2c(C)cc(/C=N/NC(N)=S)c2C)c1	-4%	-5%	4%	-2%	5%	-9%	3.2µM*	2%
COc1ccc(Cl)cc1NC(=O)c1[nH]nc(OC)c1[N+](=O)[O-]	14%	-2%	17%	i	-6%	-15%[9.22 µM]	13%	-5%
O=C(Cn1cnc2c(nnn2-c2ccccc2)c1=O)N1CCOCC1	5%	-7%	2%	-5%	-7%	-11%	5%	-5%
CCC(=O)N1CCC2(CC1)Oc1ccc(Cl)cc1C(=O)C21CC(c2cccnc2)=NO1 (stereo not drawn)	-8%	2%	3%	i	0%	.	.	.
CCOc1ccc(Cn2nnc(C(=O)Nc3ccc(OC)cc3OC)c2N)cc1	?	-10%	-3%	?	4%	-7%	?	-3%
CCOC(=O)C1CCCc2c1[nH]c1c(C(N)=O)cccc21 (stereo not drawn)	-2%	10%	-20%	-6%	0%	29%	?	24%
COc1ccc(-c2cc(=O)c3cc(C)ccc3[nH]2)cc1	?	-2%[201 µM]	10%[88.7 µM]	-3%[81.1 µM]	-1%[201 µM]	-1%	?	7.1µM*
CCOc1ccc(C/C(O)=C2\C(=O)CC(C)(C)CC2=NCC(=O)O)cc1OCC	-11%	6%	-2%	i	0%	-12%[9.22 µM]	6%	-14%
COc1ccccc1NC(=O)CSc1nnc(-c2ccoc2C)n1CC1CCCO1 (stereo not drawn)	2%	-1%	-7%	-5%	-3%	-1%	2%	-19%
Cc1cc(C)cc(C(=O)n2cnnc2N)c1	3%	-1%	-1%	-7%	-3%	11%	5%	-5%
O=C(NCCc1ccccc1)c1cc(S(=O)(=O)N2CCOCC2)ccc1F	8%	-5%	27%	4%	-1%	-2%	?	14%
COc1cccc(-c2nc(CS(=O)CC(=O)NC3CC3)c(C)o2)c1 (stereo not drawn)	-3%	1%	-5%	0%	-5%	-14%	4%	-6%
CCOc1ccc(Nc2nc3ccccc3n3nnnc23)cc1	?	-1%	-2%	-6%	-1%	15%	3%	14%
CCN(CCO)c1ccc(-n2c(N)c(C(=O)OC)c3nc4ccccc4nc32)cc1	?	-9%	-7%	i	-6%	-3%	?	1%
CS/C(=N\S(=O)(=O)c1cccs1)Nc1ccc(Br)cc1F	3%	0%	-2%	-1%	7%	?	10%	4%
Cc1ccc(C2CC(c3ccco3)n3ncnc3N2)cc1 (stereo not drawn)	-2%	9%	3%	-14%	-1%	5%	-3%	-3%
CCC(=O)Nc1nc2ccccc2n1Cc1ccccc1C	1%	-23%	7%	-9%	-1%	?	-6%	-43%[inhibitor]
(continued)
SMILES	KDM4E inh	TRb-SRC2 inh	RGS12 GoLoco inh	RECQ1 helicase	TR SRC2 fluor cs	LMNA splice mod	ALDH1A1 inh	SMN2 splice up
O=C1NC2CCc3nc4ccccc4c(=O)n3C2=Nc2ccccc21 (stereo not drawn)	10%	-7%	-3%	-18%	-2%	.	-1%	.
COC(=O)C1=C(CSCc2ccco2)NC(=O)NC1c1cc(C)ccc1C (stereo not drawn)	2%	7%	10%	-4%	-1%	-3%	?	?
O=C(c1cnn2c(C(F)(F)F)cc(-c3ccc4c(c3)OCO4)nc12)N1CCCC1	-6%	9%	-6%	-4%	0%	-6%	0%	7%
COc1ccc(C(=O)Nc2ccc(N3CCN(C(C)=O)CC3)cc2)cc1[N+](=O)[O-]	-6%	10%	-1%	i	-1%	8%[46 µM]	?	-11%
Fc1cccc(C[n+]2csc3ccccc32)c1	?	-1%	-13%	i	-3%	?	0.35µM*	-8%
Oc1ccccc1/C=N/c1c(-c2ccco2)nc2ccccn12	?	?	-15%	?	6%	-4%	?	3%
C=C1c2cccc(OC)c2O[C@H](C(=O)OCC)[C@@H]1CC(CC)CCCC (stereo partly drawn)	.	3%	6%[88.7 µM]	0%[81.1 µM]	0%	.	-1%	.
CCn1ccc(C(=O)Nc2ccccc2SC)n1	1%	-4%	-3%	9%	0%	.	-9%	14µM*
O=C(NC(=S)Nc1ccccc1O)c1ccc(-c2ccc(Cl)cc2)o1	-3%	2%	6%	i	2%	?	-5%	-5%
CCN1CCN(CC(=O)Nc2ccccc2)C(=O)C1=O	-6%	-3%	1%	-11%	-2%	-4%	-11%	3%
CCC(=O)Nc1cccc(-c2cc3ccccc3oc2=O)c1	-6%	-1%	9%	17%	-1%	.	-1%	-37%[inhibitor]
O=C(CSc1nnnn1C1CCCCC1)Nc1ccccc1F	5%	1%	21%	i	1%	.	4µM*	3%
N#Cc1ccc(-c2csc(NC(=O)c3ccc(S(=O)(=O)N4CCc5ccccc5C4)cc3)n2)cc1	?	-8%	22%	-5%	-2%	2%	1%	-11%
Cc1noc(/C=C/N(C)C)c1S(=O)(=O)NC1CCCCC1	6%	-16%	9%	-7%	-1%	?	?	?
COc1ccc(-c2n[nH]c(=S)n2-c2ccc(C)cc2)cc1	-2%	7%	4%	i	-1%	.	.	.
CC(C)Cc1nnc(NC(=O)CSc2nc(=O)cc(N)n2-c2ccccc2)s1	-6%	7%	0%	-3%	1%	-10%	3%	.
COc1ccc(N2CC(C(=O)NCCC3=CCCCC3)CC2=O)cc1 (stereo not drawn)	10%	1%	7%	-13%	-6%	9%	-6%	-9%
CCN1CCN(C(=O)c2cc3cc4cc(OC)ccc4nc3s2)CC1	-2%	9%	-4%	13%	-1%	-3%	?	-44%[inhibitor]
Cc1cc(=O)n2nc(N3CCCC3C(=O)NCCCN3CCCCC3)sc2n1 (stereo not drawn)	3%	0%	9%	i	-2%	-3%	-2%	-9%
O=C(/C=C/c1ccccc1Cl)c1cccnc1	-3%	1%	20%	-1%	-1%	?	14µM*	-18%
O=C(CSCc1c(Cl)cccc1Cl)Nc1nccs1	2%	-7%	-3%	-16%	0%	18%	-7%	-3%
CCCC(=O)Nc1ccc(-c2cnc(-c3ccc(NC(=O)CCC)cc3)nc2)cc1	4%	4%	.	-9%	-8%	2%	7%	.
COC(=O)[C@@]1(Cc2ccc(OC)cc2)[C@H]2c3cc(C(=O)N4CCCC4)n(Cc4ccsc4Br)c3C[C@H]2CN1C(=O)c1ccccc1	0%	-2%	14%	-16%	2%	.	-2%	-33%[inhibitor]
O=c1[nH][nH]c2c(N=Cc3ccccc3O)ccc(F)c12	-11%	-10%	-15%	?	-24%	9%[46 µM]	8.9µM*	.
Cc1cc(C)c2oc(C(=O)Nc3nnc(C(C)C)s3)cc(=O)c2c1	13%	4%	24%	-2%	-9%	?	6%	15%
Additional records.
SMILES	KDM4E inh	TRb-SRC2 inh	RGS12 GoLoco inh	RECQ1 helicase	TR SRC2 fluor cs	LMNA splice mod	ALDH1A1 inh	SMN2 splice up
Cc1cc(C(=O)CSc2nnc(-c3ccccc3F)o2)c(C)n1Cc1cccs1	-5%	3%	19%	?	-3%	?	1%	-30%
O=C(NC1CCN(C(=S)NCCc2ccccc2)CC1)C1CCCCC1	3%	2%	-5%	-7%	0%	.	-1%	-7%
Brc1cc(Br)c2ncnc(N3CCCCC3)c2c1	-9%	-11%	5%	-6%	-2%	?	-10%	-15%
Cc1ccc(C)c(NC(=O)CSc2nc(N)c(NC(=O)c3cccs3)c(=O)[nH]2)c1	?	5%	5%	-7%	-2%	0%	-4%	-8%
O=C(NC1C2CC3CC(C2)CC1C3)C1CC1 (stereo not drawn)	-3%	2%	-3%	1%	0%	-1%	0%	42%
Cc1ccc(Oc2nc3c(c(=O)n(C)c(=O)n3C)n2C)cc1C	15%	2%	4%	i	0%	?	-13%	1%
COc1ccc(CCNC(=O)C(=O)NCC2CCCO2)cc1OC (stereo not drawn)	-4%	-8%	-11%	5%	-3%	-6%	-5%	-14%
COc1ccccc1NC(=O)C1=C(C)NC(=O)NC1c1cc(C)cs1 (stereo not drawn)	2%	-11%	-10%	-3%	-1%	-5%	4%	-4%
Cc1ccc(Oc2nnc(-c3cccs3)c3ccccc23)cc1	2%	-4%	-3%	i	-1%	3%	16%	-5%
Brc1ccc([C@H]2CN3CCSC3=N2)cc1	11µM*	3%	-13%	-3%	0%	?	17%	-18%
O=c1cc(CN2CCN(c3ccccc3)CC2)c2c(ccc3ccccc32)o1	?	-5%	30%	-12%	2%	?	?	-8%
Cc1ccc(N2C(=O)C(Cl)=C(Nc3c(C)n(C)n(-c4ccccc4)c3=O)C2=O)cc1	?	-2%	-5%	8%	-1%	-8%	4%	4%
CCOc1ccc(NC(=O)C(C)O)c(NS(=O)(=O)c2ccc(CCNC(C)=O)cc2)c1 (stereo not drawn)	8%	-7%	-18%	4%	-1%	-2%	?	?

These rows are one share of the data (hit frequency here may not be typical).
